IEC-6 tox: counter-screen for KLF5 inhibitors: cytotoxicity in IEC-6 cells | inhibition, % at 5 µM | 290,000 tested, 0.78% active | IEC-6 cytotoxicity, luminescence viability; in the data active = inhibition above about 22%;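 note: 0% = plate median of test compound wells and 100% = cytotoxic reference compound wells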
KLF5 inh: kruppel-like factor 5 inhibition; DLD-1 KLF5 promoter-luciferase reporter, luminescence; 290,000 tested, 0.23% active; AID 1700; inhibition, % at 5 µM;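 active = inhibition above a per-plate limit of that plate's mean compound inhibition plus 3 SD, cut at about 60% in these data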;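 note: 0% = DMSO wells and 100% = LY294002 at 200 µM; higher means less KLF5 promoter-driven luciferase light; inactives centre near -14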
GSK3 alpha inh: blocks human GSK-3 alpha kinase; P49840; ADP-Glo luminescence, 60 min; inhibition, % at 10 µM; 320,000 tested, 0.1% active;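 in the data active = inhibition above about 50%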;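 note: GST-tagged GSK-3 alpha with peptide substrate and 25 µM ATP; 0% = DMSO neutral wells and 100% = GW8510 positive control wells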
Target sequence (P49840 whole entry, looked up): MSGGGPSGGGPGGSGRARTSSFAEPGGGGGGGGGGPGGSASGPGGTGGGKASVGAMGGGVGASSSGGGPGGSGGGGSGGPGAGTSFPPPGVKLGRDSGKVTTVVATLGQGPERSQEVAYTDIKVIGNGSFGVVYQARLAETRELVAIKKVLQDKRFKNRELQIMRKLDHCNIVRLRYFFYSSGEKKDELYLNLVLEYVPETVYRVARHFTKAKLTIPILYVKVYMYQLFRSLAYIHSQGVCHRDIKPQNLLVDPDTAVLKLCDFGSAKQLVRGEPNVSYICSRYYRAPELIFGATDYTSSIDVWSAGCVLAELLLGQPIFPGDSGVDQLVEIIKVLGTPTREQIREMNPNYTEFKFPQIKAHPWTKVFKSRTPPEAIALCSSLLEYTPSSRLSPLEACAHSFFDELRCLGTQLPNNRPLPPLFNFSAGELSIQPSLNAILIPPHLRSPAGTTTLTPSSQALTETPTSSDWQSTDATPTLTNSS
GSK3beta inhib: human GSK3beta kinase inhibition | P49841 | GST-GSK3beta kinase, ADP-Glo luminescence, 60 min; active compounds read low | activity score (negative = inhibition), % at 10 µM | 300,000 tested, 0.038% active | AID 2097;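 active = more than half of replicate wells score below -50%, meaning over 50% inhibition versus plate controls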;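 note: 0% = median DMSO wells and -100% = median GW8510 positive control wells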
Target sequence (P49841 whole entry, looked up): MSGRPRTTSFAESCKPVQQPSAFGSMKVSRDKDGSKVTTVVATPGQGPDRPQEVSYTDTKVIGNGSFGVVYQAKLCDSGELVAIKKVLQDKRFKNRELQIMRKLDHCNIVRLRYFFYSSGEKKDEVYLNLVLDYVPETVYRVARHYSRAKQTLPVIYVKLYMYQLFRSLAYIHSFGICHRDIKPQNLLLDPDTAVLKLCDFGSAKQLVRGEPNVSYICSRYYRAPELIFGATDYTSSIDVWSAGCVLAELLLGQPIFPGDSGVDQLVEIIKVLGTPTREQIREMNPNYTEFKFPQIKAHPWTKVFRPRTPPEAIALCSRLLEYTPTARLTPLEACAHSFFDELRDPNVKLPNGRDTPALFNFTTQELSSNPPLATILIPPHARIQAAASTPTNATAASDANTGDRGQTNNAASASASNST
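Test system – GST-tagged human GSK3beta kinase, cell-free · Incubation – 60 min enzyme reaction, room temperature · Signal – ADP-Glo luminescence · Also added – peptide substrate and ATP at 25 µM · Controls – DMSO neutral wells and GW8510 at 20 µM as positive · Buffer or medium – Tris/MgCl2 kinase buffer · Measure – Luminescence-derived activity versus plate DMSO and GW8510 wells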
DYRK1A inh: blocks rat Dyrk1A kinase activity | Q63470 | AID 504441 | 310,000 tested, 0.43% active | inhibition, % at 12.5 µM | ADP-Glo luminescence, NFATc1 peptide; in the data active = inhibition above about 50%;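 note: plate controls were vehicle with enzyme for no effect and no enzyme for full effect; many of its hits are not listed in these tables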
Platelet DG rel: platelet dense granule release activity | human platelet-rich plasma, SFLLRN dense granule ATP release, luminescence | inhibition, %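 (compounds screened at 7.5 µM in platelet-rich plasma)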 | 300,000 tested, 0.22% active | AID 1663;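 active = mean replicate score, as percent of positive control, at or above 50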
HSP90 refold inh: inhibitors of HSP90 luciferase refolding in rabbit reticulocyte lysate. AID 1789. 290,000 tested, 0.91% active. luciferase refolding luminescence, 3 h. inhibition, % at 5.6 µM;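 active = inhibition above the screen-wide mean plus 3 SD, computed separately per campaign, cut at about 16% in these data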;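 note: 0% = DMSO wells and 100% = 60 µM geldanamycin wells; inhibitors lower the luminescence because luciferase stays unfolded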
HSF-1 act: increases HSF-1 driven luciferase reporter signal | 300,000 tested, 1.7% active | AID 504408 | activation, % at 9 µM | NIH3T3-HGL HSF-1 luciferase reporter, MG132, 8 h; 100% = twice DMSO control signal;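 active = mean replicate activation of at least 50% with a set share of replicates each reaching 50%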;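 note: 0% = median of the neutral control wells and 100% = twice that signal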
HSF1 inhib: HSF1 inhibition; 300,000 tested, 0.77% active; activity change, negative = inhibition, % at 7.5 µM (by protocol); NIH3T3-HGL HSE-luciferase, MG132-induced, luminescence 8 h; active compounds read low;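 active = more than half of replicate wells show activity change below -50%, luminescence cut by over half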;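 note: luciferase reports HSF-1 transcriptional activity via heat shock element; 0% = median of DMSO wells and -100% = zero luminescence signal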
aSyn UTR inh: MLPCN primary screen, SNCA 5' untranslated region; alpha-synuclein 5'UTR reporter, inhibitor activity; inhibition, % (tested at 7.5 µM); 300,000 tested, 0.82% active; in the data active = inhibition above about 60%;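 note: H4 neuroglioblastoma cells stably carrying SNCA 5'UTR luciferase fusion; 0% = DMSO wells and 100% = positive control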
Numbers without * were called inactive; nt = no result given. A portion of the library; rates above refer to the full screens.

Each structure is followed by: IEC-6 tox	KLF5 inh	GSK3 alpha inh	GSK3beta inhib	DYRK1A inh	Platelet DG rel	HSP90 refold inh	HSF-1 act	HSF1 inhib	aSyn UTR inh
> O=C(Nc1ccc2c(c1)C(=O)N(c1ccccc1)C2=O)C1CCCO1 (centres undefined)
    1.4	5.7	-0.8	-3.3	9.3	3.2	5.6	1.2	7.5	11.8
> Cc1ccc(-c2nc(NCc3ccco3)n(C(=O)c3ccco3)n2)cc1
    -1.3	-28.0	-3.3	2.2	-14.3	-7.4	3.1	33.8	14.3	-142.8
> CCOC(=O)c1cc(C(=O)c2cccs2)n2ccc(C(C)=O)cc12
    0.7	-21.6	20.6	-0.6	-1.3	9.6	-0.4	-6.6	-10.8	16.0
> COc1ccccc1NC(=O)CN(c1ccccc1)S(=O)(=O)c1ccccc1
    -3.2	-1.9	-5.1	5.0	6.8	-2.1	2.4	1.2	2.0	8.9
> CCCCNC(=O)CCn1c(=O)c2ccccc2n(CC(=O)N2CC(C)CC(C)C2)c1=O (centres undefined)
    0.3	-14.8	-0.5	1.9	18.6	-2.2	-1.3	-10.3	-2.1	5.9
> COc1cccc(CN2CCSCC2)c1
    -1.0	-16.0	-1.4	2.7	nt	-1.8	1.2	-4.3	-5.7	14.2
> Cc1ccc(NC(=O)CSc2nn(-c3ccc(Cl)cc3)c(=S)s2)cc1S(=O)(=O)N(C)C
    -6.0	5.9	-0.6	1.6	-4.9	-2.7	-3.0	10.8	2.5	-0.8
> O=C(c1ccc(C(F)(F)F)cc1)C1CCCN(C(=O)CCN2CCCO2)C1 (centres undefined)
    -6.9	-37.5	0.5	1.6	0.0	-2.3	-1.7	-2.2	-1.7	-9.7
> COC(=O)c1ccc(N2CCOCC2)c(NC(=O)c2ccco2)c1
    2.3	-1.2	0.3	-6.6	2.7	3.4	-0.6	-13.5	-5.2	11.7
> COc1ccc(OC)c(S(=O)(=O)N2CCC(C(=O)Nc3cccc(C(F)(F)F)c3)CC2)c1
    -2.4	-25.3	0.5	1.8	-4.2	nt	3.0	nt	nt	nt
> COc1ccc(S(N)(=O)=O)cc1C(=O)NCCCN1CCN(c2ccc(C)cc2)CC1
    6.0	-4.0	11.3	2.9	4.1	-4.2	1.8	-16.7	-1.5	-2.5
> CC(C)C(=O)Nc1cccc(C(=O)OCC(=O)c2ccc(Cl)cc2Cl)c1
    0.2	-15.4	-3.3	-3.8	0.2	12.2	-3.2	38.8	40.0	-14.8
> CSc1ncccc1C(=O)NC(C)C1CC2CCC1C2 (centres undefined)
    -3.5	-6.5	nt	0.4	3.2	-2.5	-2.2	11.2	2.3	-1.7
> O=C(c1ccccc1)N1N=C(c2ccccc2)CC1c1ccccc1[N+](=O)[O-] (centres undefined)
    -1.9	-6.5	0.3	2.0	-1.1	-6.4	3.5	17.8	14.5	-30.0
> CNCc1sccc1C
    -3.7	-18.9	-1.5	-2.4	nt	-2.5	-3.2	1.0	-1.4	-34.5
> CC(C)CC(=O)N1CCN(Cc2ccc(C(F)(F)F)cc2)CC1
    -3.4	-51.3	-1.2	1.8	-0.6	-0.6	-1.8	-5.2	0.3	-0.1
> Cc1ccc(OCCCCNC2CCCC(C)C2C)c(C)c1 (centres undefined)
    -4.2	-12.4	2.7	-4.3	-0.8	1.5	-1.2	-0.9	1.5	-5.8
> COc1ccc(-c2c(C)nc3c(-c4ccc(F)cc4)cnn3c2N)cc1
    6.9	-143.1	4.4	-2.9	-4.0	-4.5	17.4*	-32.3	-30.4	-142.9
> O=C(COc1ccc([N+](=O)[O-])cc1)NNC(=O)Nc1cccc(F)c1
    7.6	-16.8	0.0	0.0	1.3	-8.8	3.4	-8.7	-12.9	4.9
> CC1CCC2(CC1)NC(=O)N(CC(=O)Nc1ccc3c(c1)CCC3)C2=O (centres undefined)
    4.2	-15.4	0.5	0.1	-2.3	-2.9	-3.3	-14.0	-1.9	-22.9
> COc1cccc(NC(=O)c2cncs2)c1
    3.0	-29.0	1.9	-5.1	13.2	-0.7	-2.0	7.3	8.9	-8.3
> Fc1ccccc1NC(=S)NCc1ccccc1
    9.8	-18.1	-0.6	-2.1	9.0	-1.6	-3.9	25.4	5.0	-14.1
> CCN(CC)C(=O)Cn1cc(C(=O)C(=O)NCCCN2CCOCC2)c2ccccc21
    -1.7	-21.4	-3.2	-0.7	2.5	-6.1	-0.2	-16.1	-3.0	3.6
> CC1=C(C(=O)OCc2ccccc2)C(c2ccccc2OS(=O)(=O)c2ccc(C)cc2)NC(=O)N1CCCC(=O)O (centres undefined)
    nt	nt	-4.1	4.6	nt	-0.3	nt	32.4	5.9	6.1
> COc1ccc(S(=O)(=O)NC(C)C(=O)NCc2ccncc2)cc1OC (centres undefined)
    -1.8	-18.0	-1.7	-2.6	2.5	2.3	-5.4	-22.3	-0.2	12.8
> O=S(=O)(c1ccc(F)cc1)N1CCCc2ccccc21
    0.5	-3.2	-1.1	-0.4	nt	-1.7	5.0	8.6	0.7	0.9
> COC(=O)CN1C(=S)N(c2ccc(OC)cc2)C(=O)/C1=C/c1ccc(N2CCOCC2)cc1
    -4.6	-10.3	-0.2	-1.3	7.1	3.2	5.5	13.8	-1.1	-24.6
> O=c1c2ccccc2[nH]c(=S)n1CCN1CCCC1
    -0.2	-28.0	-2.5	-3.3	2.5	-3.5	-2.2	4.5	-3.9	-30.9
> Cc1cccc(NC(=O)c2cc3c(s2)-c2c(C)cccc2OC3)n1
    -2.1	-23.2	3.2	-1.7	3.8	21.2	-0.6	24.3	17.1	-143.5
> O=C(c1ccco1)N1CCCC(N2CCN(c3cccc(C(F)(F)F)c3)CC2)C1 (centres undefined)
    -1.5	-23.9	-1.4	1.9	-1.8	18.3	-0.1	-0.5	-2.8	2.1

Next section.
Each structure is followed by: IEC-6 tox	KLF5 inh	GSK3 alpha inh	GSK3beta inhib	DYRK1A inh	Platelet DG rel	HSP90 refold inh	HSF-1 act	HSF1 inhib	aSyn UTR inh
> CCCSc1nc(NCc2ccco2)c2c3c(sc2n1)COC(C)(CC)C3 (centres undefined)
    -6.6	-11.9	-1.9	1.8	3.4	0.1	-1.8	15.9	13.7	2.7
> COc1cccc(/C=C/c2nc(S(=O)(=O)c3ccccc3)c(N(C)C)o2)c1
    -2.0	-32.8	-0.2	-1.6	-1.4	3.5	0.9	16.0	4.0	28.7
> O=C(Nc1ccc(C(=O)NCC2CCN(Cc3ccccc3F)CC2)cc1)C1=CSCCO1
    -5.9	-31.5	-0.9	-3.8	1.0	14.0	-1.5	0.6	-1.8	8.8
> CC(C)N(Cc1ccccc1)C(=S)NC(=O)C1(C)CC1(Cl)Cl (centres undefined)
    6.2	-6.8	2.3	-0.4	nt	-5.7	2.5	-5.5	-4.9	-3.7
> COc1ccc(NC(=O)CSc2nccn2C)cc1S(N)(=O)=O
    -6.8	15.3	-1.3	-7.9	2.8	6.9	-2.6	-30.4	-19.5	-9.3
> Cc1cccc(NC(=O)/C(C#N)=C\c2cccnc2)c1
    -6.0	-34.1	-3.1	-3.3	4.8	-2.5	0.7	5.9	-1.6	-35.6
> CCCOc1ccc(C(=O)OCCN2CCCCC2)c(O)c1
    nt	nt	-1.0	0.5	nt	-10.7	nt	24.8	6.5	-7.2
> CCn1c(SCC(=O)NCc2ccccc2)nc2ccccc2c1=O
    -1.0	-3.5	-3.6	-0.1	3.4	5.8	4.5	2.7	1.0	14.9
> CCCn1c(SCC(=O)Nc2nc(C)c(C(=O)OC)s2)nnc1C(C)C
    -1.8	-4.5	11.1	2.3	-10.8	1.5	-1.8	-1.0	-5.8	31.0
> COc1ccccc1N(C)S(=O)(=O)c1ccc(Cl)c(C(=O)OCc2c(C)noc2C)c1
    -6.2	8.1	6.4	4.6	3.6	-0.8	-0.9	30.1	12.7	17.6
> Cn1cc(Br)c(C(=O)Nc2sc3c(c2C(N)=O)CCCC3)n1
    -0.9	-68.1	1.8	2.8	-0.7	-5.6	0.8	24.2	24.4	-114.5
> COC(=O)/C(C#N)=C/c1c(Oc2cccc(C)c2)nc2ccccn2c1=O
    -4.2	-36.0	1.1	1.3	nt	-3.4	-1.9	20.7	1.1	21.9
> CCOc1ccc(-c2cc(C)n3nc(C(N)=O)cc3n2)cc1
    -3.0	-31.6	6.3	-6.3	18.5	-0.3	-0.1	-7.7	-5.8	12.9
> O=C(Nc1ccccn1)C(F)(F)C(F)(F)C(F)(F)C(F)(F)C(=O)Nc1ccccn1
    0.8	-10.3	nt	-2.5	-2.5	-10.3	-0.4	-5.1	-1.2	-1.5
> COc1ccc(NC(=O)CSc2nnc(-c3ccccn3)n2Cc2ccco2)cc1OC
    1.7	-1.1	-1.9	2.6	1.3	5.1	-0.8	13.9	-7.0	19.6
> O=C(NCc1ccncc1)Nc1ccc(Cl)cc1Cl
    11.9	7.9	-0.2	1.3	8.6	-0.1	1.6	-3.6	-3.3	10.8
> COC(=O)c1cc(OC)c(OC)cc1NC(=S)N1CCN(C)CC1
    8.3	1.5	0.0	1.5	-2.4	4.3	4.4	0.4	-0.5	3.2
> CCOc1ccccc1-n1c(SCC(=O)N2CCCC2)nnc1-c1ccoc1C
    -3.0	-3.6	-3.1	-3.6	-16.1	-1.7	-0.4	-2.4	-0.8	22.9
> O=C(CN1CCN(c2ccccc2O)CC1)NCCCc1ccccc1
    -4.6	2.6	nt	0.4	2.1	11.8	-1.8	30.6	8.1	3.5

A second format for some results above.
compound,IEC-6 tox,KLF5 inh,GSK3 alpha inh,GSK3beta inhib,DYRK1A inh,Platelet DG rel,HSP90 refold inh,HSF-1 act,HSF1 inhib,aSyn UTR inh
COC(=O)c1ccc(N2CCOCC2)c(NC(=O)c2ccco2)c1,2.3,-1.2,0.3,-6.6,2.7,3.4,-0.6,-13.5,-5.2,11.7
Cc1ccc(OCCCCNC2CCCC(C)C2C)c(C)c1 (centres undefined),-4.2,-12.4,2.7,-4.3,-0.8,1.5,-1.2,-0.9,1.5,-5.8
